HePTP inhibitor: inhibitors of human HePTP phosphatase, primary screen, biochemical, absorbance, leukemia target | recombinant HePTP phosphatase activity, OD absorbance | hit rate 0.64% among 110,000 | inhibition, % at 20 µM; in the data active means inhibition above about 50%;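 further: plate controls were vehicle for no effect and reference inhibitor for full effect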
Target sequence (P35236 whole entry, looked up): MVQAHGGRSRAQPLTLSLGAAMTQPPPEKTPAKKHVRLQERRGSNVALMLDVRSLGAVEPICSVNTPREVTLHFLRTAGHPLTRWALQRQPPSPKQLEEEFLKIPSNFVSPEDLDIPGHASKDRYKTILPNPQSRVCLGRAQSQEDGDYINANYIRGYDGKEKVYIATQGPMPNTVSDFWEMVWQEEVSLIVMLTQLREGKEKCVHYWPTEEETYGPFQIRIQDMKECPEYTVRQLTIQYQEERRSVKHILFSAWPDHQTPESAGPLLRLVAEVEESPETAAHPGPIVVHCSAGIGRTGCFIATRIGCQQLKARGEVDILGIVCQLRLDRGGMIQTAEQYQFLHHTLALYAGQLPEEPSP
BAP1 block: inhibitors of BAP1 deubiquitinase, primary screen, biochemical, Ub-AMC fluorescence, kinetic. Ubiquitin carboxyl-terminal hydrolase BAP1 (Homo sapiens), Q92560. recombinant BAP1, Ub-AMC hydrolysis fluorescence kinetic; hits give low values. activity remaining (% of control), % at 20 µM. hit rate 0.48% among 72,000. AID 436, 2006;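 active means activity remaining at or below 50% of control, provided the compound also passes the data quality filters; inactive means the rest, including low values that fail the filters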;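 further: 100% = DMSO wells rate and 0% = substrate alone blank rate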
Target sequence (Q92560 whole entry, looked up): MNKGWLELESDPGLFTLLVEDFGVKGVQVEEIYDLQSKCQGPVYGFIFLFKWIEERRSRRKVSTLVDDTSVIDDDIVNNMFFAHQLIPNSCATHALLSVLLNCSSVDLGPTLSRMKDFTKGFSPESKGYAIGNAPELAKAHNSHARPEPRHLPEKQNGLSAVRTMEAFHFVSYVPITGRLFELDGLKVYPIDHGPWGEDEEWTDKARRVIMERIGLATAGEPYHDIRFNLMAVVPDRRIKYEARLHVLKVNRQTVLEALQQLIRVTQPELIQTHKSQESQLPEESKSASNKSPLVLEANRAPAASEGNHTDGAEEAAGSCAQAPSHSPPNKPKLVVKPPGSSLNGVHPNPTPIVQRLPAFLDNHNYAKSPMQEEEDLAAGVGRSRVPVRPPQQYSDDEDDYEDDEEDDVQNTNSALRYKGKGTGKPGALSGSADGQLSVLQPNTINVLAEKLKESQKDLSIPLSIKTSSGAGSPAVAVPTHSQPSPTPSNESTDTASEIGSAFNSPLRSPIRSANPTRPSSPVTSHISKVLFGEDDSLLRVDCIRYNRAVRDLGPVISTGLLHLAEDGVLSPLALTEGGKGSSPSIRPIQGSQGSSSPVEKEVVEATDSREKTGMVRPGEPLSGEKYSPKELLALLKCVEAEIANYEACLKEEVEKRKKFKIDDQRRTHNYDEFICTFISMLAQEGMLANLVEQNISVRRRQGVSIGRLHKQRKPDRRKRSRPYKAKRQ
Starred values were filed as active, the others as inactive; x = no result given; & = joins results of further samples.

HePTP inhibitor	BAP1 block	mol
12	93	CCCn1c(SCC(=O)Nc2cccc(C(=O)OC)c2)nnc1-c1cccnc1
-11	x	COc1ccc(/C(N)=N/OC(=O)c2ccc(F)cc2)cc1
3	90	O=C(Cc1ccc(-n2cccc2)cc1)N1CCN(c2ccccc2F)CC1
8	82	COc1ccc(-n2c(=O)cc(N3CCCCCC3)[nH]c2=O)cc1
3	96	COc1ccc(C(CC(=O)O)NC(=O)COc2ccccc2)cc1OC (configuration not stated)
x	200	COc1ccccc1C(=O)NC(=O)Nc1cccc(Cl)c1
-5	111	CCCCC1(CC)C(=O)NC(=O)NC1=Nc1ccc(OC)cc1 (configuration not stated)
5	65	COc1cc(Cl)c(S(=O)(=O)N2CC(C)OC(C)C2)cc1Cl (configuration not stated)

Copied from the list:
BAP1 block with COc1ccc(-n2c(=O)cc(N3CCCCCC3)[nH]c2=O)cc1 = 82
BAP1 block with COc1ccccc1C(=O)NC(=O)Nc1cccc(Cl)c1 = 200

The results go on:
HePTP inhibitor	BAP1 block	mol
6	x	O=C(Nc1ccccc1C(=O)Nc1ccccn1)c1ccc([N+](=O)[O-])cc1
-14	x	O=c1[nH]c(=O)n(-c2ccccc2)c(O)c1C(c1cccnc1)c1c(O)n(-c2ccccc2)c(=O)[nH]c1=O
7	x	Cc1cc(C)c2nc3s/c(=C\c4cc(Br)ccc4O)c(=O)n3c2c1
3	66	COc1cc(C)c(Br)cc1S(=O)(=O)N1CCOCC1
x	63	CCS(=O)(=O)N(C)c1ccc([N+](=O)[O-])cc1
x	62	COCCCNc1ncnc2c1cnn2-c1ccc(C)cc1C
-7	x	COc1ccc(C2/C(=C(/O)c3ccccc3)C(=O)C(=O)N2c2cccc([N+](=O)[O-])c2)c(OC)c1 (configuration not stated)
3	64	CCOCC(=O)Nc1ccc(S(=O)(=O)NCCc2ccccc2)cc1
-4	x	CC(=O)NC(c1ccc(N(C)C)cc1)c1c(O)ccc2ccccc12 (configuration not stated)
-2	92	Cc1csc(Sc2nc3c(c(=O)[nH]c(=O)n3C)n2CCCc2ccccc2)n1
6	117	O=C(NCCCN1CCOCC1)c1cc2cc(Cl)cc(Cl)c2oc1=O
7	141	Nc1c(S(=O)(=O)c2cccs2)c2nc3ccccc3nc2n1Cc1cccs1
2	x	N#C/C(=C(/O)C(c1ccccc1)c1ccccc1)c1nc2ccccc2s1
6	x	C=CCc1cccc2cc(C(=O)NNC(=O)CC#N)c(=O)oc12
16	x	O=C1NC(=Nc2ccccc2Cl)S/C1=C/c1cc(Br)cc(Cl)c1O
2	93	O=C(CCN(CCO)Cc1ccccc1)Nc1ccc(Br)cc1
3	x	CC(=O)c1cccc(NC(=O)c2cnn3c(C(F)(F)F)cc(-c4cccs4)nc23)c1
8	93	COc1cc2[nH]c(=S)n(CCN3CCCCC3C)c(=O)c2cc1OC (configuration not stated)
8	111	O=C(NCc1ccc(F)cc1)c1cnc2n(c1=O)CCS2
-4	x	CCN1C(=O)/C(=C/c2nc3ccccc3c(=O)n2-c2cccc(C)c2)c2ccccc21
2	113	CNC(=O)c1cc2cc(Cl)cc(OC)c2oc1=O
-10	x	CCOc1ccc(N2C(=O)c3ccccc3NC2c2ccc(C)cc2)cc1 (configuration not stated)
8	83	O=c1c(/C=N/O)c(Nc2ccccc2)nc2ccccn12
-3	80	N#Cc1c2c(c(=S)n(-c3ccccc3)c1N)CCCC2
0	85	O=C(COC(=O)C1CC(=O)N(C2CCCCC2)C1)c1ccc(F)cc1 (configuration not stated)
6&1	100	O=C(c1coc2ccc(O)c(CN3CCOCC3)c12)C1CC1
3	86	CCSc1nnc(NC(=O)c2cccs2)s1
-7	103	CCCCCn1c(CN2CCN(CCO)CC2)nc2c1c(=O)n(C)c(=O)n2C
10	95	CCCc1[nH][nH]c(=O)c1C(c1ccccc1)C(C#N)C#N (configuration not stated)
2	x	COc1ccc(CCNC(=O)C2CCCN2C(=O)Nc2cccc(C(C)=O)c2)cc1OC (configuration not stated)
3	67	CCc1nnc(NC(=O)C(C)N2C(=O)C3C4C=CC(C4)C3C2=O)s1 (configuration not stated)
8	87	O=C(CSc1nc2ccccc2c(=O)n1Cc1ccc(C(=O)NC2CC2)cc1)NCc1ccco1
6	52	Cc1onc(-c2ccccc2)c1C(=O)Nc1sc2c(c1C(N)=O)CCC2
-8	x	CC(=NC#N)C1=C(O)c2ccccc2C1=O
6	x	COc1ccc(COC(=O)NNC(=O)c2cccc(Cl)c2)cc1
-8	120	CCOc1cc(S(=O)(=O)NCCN2CCOCC2)c(C)cc1C
8	x	CC(C)OC(=O)c1c(-c2ccc(Br)cc2)csc1NC(=O)CCC(=O)O
-2	x	Cc1cccc(NC(=O)CC2S/C(=N\N=C\c3cccc(O)c3)NC2=O)c1C (configuration not stated)
6	x	CC(=O)Nc1cccc(-c2nc3cc(C)ccc3o2)c1C
3	95	C=CCNC(=O)C(C)N1C(=O)c2ccccc2C1=O (configuration not stated)
-2	x	COc1ccc(-c2nnnn2C)cc1S(=O)(=O)Nc1cccc(C(F)(F)F)c1
-4	79	COC(=O)c1c(C)n(-c2ccccc2)c2ccc(O)cc12
-22	x	COc1ccc(S(=O)(=O)N(CCc2ccccc2)CC(=O)Nc2ccc(F)cc2)cc1OC
x	58	COc1ccccc1-c1csc(NC(=O)c2ccc(S(=O)(=O)N3CCCCC3)cc2)n1
-6	x	O=C(/C=C/c1ccc2c(c1)OCO2)Nc1ccccc1F
x	72	Oc1ccc(Br)cc1C=Nc1ccc(Br)cc1
-6	87	CCc1c(C)c2c(C)nn(-c3ccccc3)c2[nH]c1=O
-2	x	Cc1cc2cc3c(cc2nc1SCC(=O)O)OCCO3
-2	103	CCOc1ccc(OCC)c(NC(=O)C2CCN(S(=O)(=O)c3c(C)noc3C)CC2)c1
4	x	COc1ccc(/C=N/NC(=O)c2ccc(Br)o2)c(C(=O)O)c1OC
1	92	Cc1[nH]n(C(C)(C)C)c(=O)c1Sc1ccc(Cl)cc1
14	48*	Clc1ccc(C2Nc3ccccc3-n3cccc32)cc1 (configuration not stated)
8	72	COc1ccc(N2CCN(S(=O)(=O)c3ccc(Cl)c(C(F)(F)F)c3)CC2)cc1
2	95	CCn1nnc(NC(=O)C(C)Oc2ccc(Cl)cc2Cl)n1 (configuration not stated)
x	95	Cc1cc2c(=O)oc(-c3cccc4ccccc34)nc2s1
-24	x	COc1cccc(C2/C(=C(\O)c3ccc(F)cc3)C(=O)C(=O)N2CCCCCC(=O)O)c1 (configuration not stated)

New compounds follow:
HePTP inhibitor	BAP1 block	mol
8	179	CCN(CC)Cc1cc(C(C)=O)ccc1OCC(C)C
14	x	O=C1NN(c2ccc(Cl)c(Cl)c2)C(=O)/C1=C/c1ccc(Cl)c([N+](=O)[O-])c1
6	x	Cc1c(NC(=O)c2ccc3c(c2)OCO3)c(=O)n(-c2ccccc2)n1C
0	83	CCCn1nc(NC(=O)c2ccncc2)c2cc3ccccc3nc21
-5	72	Cc1cnc(NC(=O)CSc2ncc(-c3ccccc3)n2Cc2ccco2)s1
-12	x	CCc1nnc(NS(=O)(=O)c2ccc(NC(=O)/C=C/c3cccc([N+](=O)[O-])c3)cc2)s1
5	101	CCOC(=O)C1CN(c2cc3c(cc2F)c(=O)c(C(=O)O)cn3CC)OC1C(=O)OCC (configuration not stated)
4&2	103	O=C(O)c1ccc(NS(=O)(=O)c2cccc3cccnc23)cc1
7	x	CCc1ccc(-n2c(C)cc(/C=N\NC(=O)c3ccco3)c2C)cc1
6	x	O=C(COc1ccc(Cl)cc1)Nc1ccc(Oc2ccccc2)cc1
-10	94	Cc1c(S(=O)(=O)N2CCN(C(=O)c3ccco3)CC2)c(=O)n(C)c(=O)n1C
-7	x	CC(=O)Oc1ccc2nc(-c3ccc(C)c([N+](=O)[O-])c3)oc(=O)c2c1
8	x	CCOC(=O)C1CCN(C(=O)C(c2ccccc2)c2ccccc2)CC1
10	150	CC(C)CCn1cnc2c(c1=O)c1nc3ccccc3nc1n2Cc1ccc2c(c1)OCO2
5	x	Cc1ccc(/C=N/NC(=O)C2(C)CC2(Br)Br)cc1 (configuration not stated)
7	72	O=c1c2ccccc2nc(N2CCN(c3ccccc3)CC2)n1Cc1ccccc1

Rewritten as labelled records: part of the list above.
CC(=O)Oc1ccc2nc(-c3ccc(C)c([N+](=O)[O-])c3)oc(=O)c2c1
  HePTP inhibitor = -7
  BAP1 block = x
CCOC(=O)C1CCN(C(=O)C(c2ccccc2)c2ccccc2)CC1
  HePTP inhibitor = 8
  BAP1 block = x
CC(C)CCn1cnc2c(c1=O)c1nc3ccccc3nc1n2Cc1ccc2c(c1)OCO2
  HePTP inhibitor = 10
  BAP1 block = 150
Cc1ccc(/C=N/NC(=O)C2(C)CC2(Br)Br)cc1 (configuration not stated)
  HePTP inhibitor = 5
  BAP1 block = x

(cont.)
HePTP inhibitor	BAP1 block	mol
-9	91	CCOCCn1c(SCc2ccccc2)nc2c1c(=O)[nH]c(=O)n2C
-11	111	CCCn1nc(Oc2nc(SC)nc(N(C)C)n2)ccc1=O
6	104	COc1ccc(CCNC(=O)C2CCN(S(=O)(=O)N3CCCCC3)CC2)cc1OC
3	x	C=CCOc1c(Cl)cc(/C=C2/C(=O)NC(=O)N(c3ccccc3F)C2=O)cc1OCC
8	x	COc1cc2c(=O)n(Cc3ccccc3)c(=O)n(CC(=O)C(C)(C)C)c2cc1OC
13	59	O=C(Oc1cccc2c(OC(=O)N3CCOCC3)cccc12)N1CCOCC1
2	x	O=C1NC(=S)NC(=O)C1=Cc1ccccc1OCCOc1ccc([N+](=O)[O-])cc1
5	x	CC(=O)CC(=O)Nc1cccc(I)c1
x	89	COc1ccc(C2NC(=O)NC(C)=C2C(=O)OC2CCC(C)CC2)c(OC)c1 (configuration not stated)
-1	143	CCOC(=O)NC1(Nc2ccc(Cl)cn2)Oc2ccccc2O1
0	47*	CCOC(=O)c1oc2ccccc2c1NC(=O)COc1ccc(F)cc1
10	x	COc1ccc(CN2CCN(C3CCC(c4ccccc4)CC3)CC2)c(OC)c1 (configuration not stated)
-1	100	Cc1ccc(C(CC(=O)N2CCCC2)c2ccccc2)c(O)c1C (configuration not stated)
-1	114	OCc1ccccc1N=c1ssnc1Cl
4&9	93	COc1ccccc1OCC(=O)NCCc1nc2ccccc2[nH]1
1	102	O=C(NCCCN1CCN(c2cccc(Cl)c2)CC1)c1cccc(N2CCCC2=O)c1
7	x	COc1cc(NC(=O)C2CC2)c(C(=O)O)cc1OC
16	119	O=C(Nc1ccccc1)N1CCC(c2ccccc2)C1 (configuration not stated)
-2	93	CCC(=O)Nc1ccc(NC(=O)CSc2nnc(C(C)C)n2C)cc1
5	102	CC(C)CC(NC(=O)c1ccco1)C(=O)Nc1ccc2c(c1)OCCO2 (configuration not stated)
8	x	O=C(COc1ccc(Br)cc1)Nc1cc(Cl)c(Cl)cc1Cl
0	86	CC1CCc2nn(CC(=O)NC3CCCC(C)C3C)cc2C1 (configuration not stated)
11	x	O=C(N/N=C/c1cc([N+](=O)[O-])ccc1O)Nc1ccccc1
11	117	Cc1nnc(NC(=O)c2ccccc2F)s1
x	170	Clc1ccc2nc(-c3cccs3)cn2c1
-9	x	CCCC(=O)Nc1sc2c(c1C(=O)OCC)CCCC2
-9	x	COc1ccc(C(=O)NCCSc2ccc(C)cc2)cc1
x	92	CC(=O)c1ccc(NC(=O)c2ccc(-c3ccccc3[N+](=O)[O-])o2)cc1
4	66	CCOC(=O)c1c(C)n(C)c2ccc(OC)c(NC(=O)CN3CCC4(CC3)OCCO4)c12
6	99	O=C(NC1CCCCC1)N(Cc1ccc(F)cc1)Cc1nc2ccccc2c(=O)[nH]1
-3	93	COc1ccc2cc(S(=O)(=O)N3CCN(C)CC3)ccc2c1
8&-16	115	COc1cccc(-c2nc(-c3ccccc3)no2)c1
3	103	O=C(NCC1CCCO1)C1CCN(S(=O)(=O)Cc2ccccc2)CC1 (configuration not stated)
6	x	COC(=O)C1=C(C)NC(=O)NC1c1ccc(OC(=O)c2cccs2)c(OC)c1 (configuration not stated)
3	98	O=C(c1cccc(C(=O)N2CCN(c3ccc(F)cc3)CC2)c1)N1CCN(c2ccc(F)cc2)CC1
-13	x	O=C(Nc1cccc(-c2nc3ccccc3s2)c1)c1ccc(S(=O)(=O)N2CCCC2)cc1
6	x	Cc1ccc2nc(-c3ccc(N)cc3)oc2c1
7	98	CCCCN(C)CCNC(=O)Cn1c(=O)sc2ccccc21
2	108	Cc1cc(NC(=O)CSc2ccc3nnc(-c4ccc(F)cc4)n3n2)no1
7	56	Cc1c(C(=O)O)sc2ncnc(N3CCCCC3C)c12 (configuration not stated)
-9	x	COc1ccc(S(=O)(=O)Nc2ccc(Br)cc2C)cc1
6	89	COc1ccccc1Nc1nc(N)nc(CSCCO)n1
4	x	O=C(COc1ccc2ccccc2c1)Nc1ccc(S(=O)(=O)N2CCc3ccccc32)cc1
10	102	CCOC(=O)Cn1c2c(c(=N)c3c1CCC3)CCC2
13	101	CCS(=O)(=O)c1nc2ccccc2n1Cc1ccccc1Cl
4	x	CC1(C)CC(=O)C2=C(C1)Nc1[nH]c(=O)[nH]c(=O)c1C2c1ccc(O)cc1 (configuration not stated)

Quoted at random: two entries already listed.
HePTP inhibitor	BAP1 block	mol
10	102	CCOC(=O)Cn1c2c(c(=N)c3c1CCC3)CCC2
4	x	CC1(C)CC(=O)C2=C(C1)Nc1[nH]c(=O)[nH]c(=O)c1C2c1ccc(O)cc1 (configuration not stated)

Structures from the list above with a CF3 group (three):
HePTP inhibitor	BAP1 block	mol
3	x	CC(=O)c1cccc(NC(=O)c2cnn3c(C(F)(F)F)cc(-c4cccs4)nc23)c1
-2	x	COc1ccc(-c2nnnn2C)cc1S(=O)(=O)Nc1cccc(C(F)(F)F)c1
8	72	COc1ccc(N2CCN(S(=O)(=O)c3ccc(Cl)c(C(F)(F)F)c3)CC2)cc1

Compound activity: PubChem BioAssay, several laboratories
